Source: PubChem (Sanford-Burnham Center for Chemical Genomics)
STEP block – STEP phosphatase inhibitors, primary screen, biochemical, fluorescence intensity, uHTS; Tyrosine-protein phosphatase non-receptor type 5 (Homo sapiens), P54829; recombinant STEP, OMFP fluorogenic substrate; inhibition, % at 20 µM; 360,000 compounds, 0.25% hits; AID 588621, 2011;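 active = inhibition at 20 µM, scaled per plate between control wells, above about 37%, limit read from the data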;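 note: 0% = DMSO with enzyme and substrate and 100% = substrate only without enzyme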
Target sequence (P54829 whole entry, looked up): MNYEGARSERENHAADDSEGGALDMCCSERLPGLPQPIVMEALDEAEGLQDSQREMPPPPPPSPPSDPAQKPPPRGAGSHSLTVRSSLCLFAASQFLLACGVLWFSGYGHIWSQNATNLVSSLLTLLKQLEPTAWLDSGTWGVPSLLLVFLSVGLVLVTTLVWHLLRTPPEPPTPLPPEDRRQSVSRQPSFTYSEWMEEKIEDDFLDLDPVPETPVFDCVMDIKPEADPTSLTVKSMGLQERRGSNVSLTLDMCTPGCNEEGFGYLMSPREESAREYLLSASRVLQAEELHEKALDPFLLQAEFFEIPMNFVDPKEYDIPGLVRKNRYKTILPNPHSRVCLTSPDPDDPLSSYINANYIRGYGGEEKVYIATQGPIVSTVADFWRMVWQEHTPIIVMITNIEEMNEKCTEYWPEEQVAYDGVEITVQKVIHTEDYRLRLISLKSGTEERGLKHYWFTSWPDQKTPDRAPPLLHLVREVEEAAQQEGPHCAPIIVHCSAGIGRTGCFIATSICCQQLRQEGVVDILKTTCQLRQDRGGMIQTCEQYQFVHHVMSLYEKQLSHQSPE
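System: STEP phosphatase, cell-free reaction; Buffer or medium: Bis-Tris pH 6.0 buffer with DTT, detergent; Incubation: 20 min at room temperature, dark; Measured by: fluorescence, 480/540 nm.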
LMPTP inh – LMPTP phosphatase inhibitors, primary screen, biochemical, fluorescence intensity, uHTS; Low molecular weight phosphotyrosine protein phosphatase (Homo sapiens), P24666; recombinant LMPTP-A, OMFP fluorogenic substrate; inhibition, % at 20 µM; 360,000 compounds, 0.22% hits;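 active = compounds that cut the enzyme signal by at least half of the control window in the single-dose screen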;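 note: plate controls were DMSO wells with enzyme plus substrate for no effect and substrate without enzyme for full effect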
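Test system – LMPTP-A phosphatase enzyme · Quantity – 0.625 nM LMPTP-A final · Reagent – OMFP substrate, 400 µM final · Dosing – one test concentration per compound, 20 µM, with 3% DMSO overall · Timing – 50 min enzyme reaction at room temperature, protected from light · Detection – fluorescence intensity · Controls – substrate-only low control, DMSO enzyme-plus-substrate high control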
CendR NRP1 mod – modulators of CendR peptide binding to NRP-1, primary screen, biochemical, fluorescence polarization, uHTS | Neuropilin-1 (Homo sapiens), O14786 | FAM-RPARPAR peptide binding to NRP-1 | 360,000 compounds, 0.85% hits | inhibition, % at 25 µM;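 active = inhibition or corrected inhibition above about 18%, plus a signal ratio from 0.5 to 1.5, limit read from the data, passing the limit was not always enough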; note: strong numbers were not always called active
MT1-MMP act inh – blockers of MT1-MMP proenzyme processing, primary screen, HT1080 RFP-PRO-GFP cells, GFP/RFP fluorescence; GFP/RFP ratio fluorescence, overnight; percent of plate control window, DMSO zero; GFP/RFP ratio change, % at 20 µM; 360,000 compounds, 0.061% hits; AID 651647, 2012;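 active = GFP/RFP ratio change of at least 30% with cell ATP level not reduced by more than half and red fluorescence within 50% of control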; note: strong numbers were not always called active
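Read-out: GFP/RFP fluorescence ratio; Test system: RFP-PRO-GFP reporter HT1080 cells; Compound dosing: single-point 20 µM compound, 1% DMSO; Times: overnight compound exposure at 37 °C.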
SUMO1-SIM PPI – modulators of SUMO1 protein-protein interactions, primary screen, biochemical, uHTS | SUMO1 binding to a labelled peptide, TR-FRET, 1 h | inhibition, % at 20 µM | 360,000 compounds, 0.33% hits | AID 602429, 2012; in the data active = inhibition above about 37%
SKN-1 inh – suppressors of acrylamide-induced Pgst-4::GFP reporter in worms, primary screen, SKN-1 inhibitor project, whole organism, uHTS, GFP/RFP fluorescence ratio, strain VP596 | AID 624304, 2012 | 360,000 compounds, 0.49% hits | C. elegans VP596 Pgst-4::GFP/RFP ratio, 24 h | inhibition, % at 21.8 µM;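 active = interference check ratio from 0.5 to 1.5 plus GFP to RFP signal ratio inhibition reaching or exceeding a fixed threshold, cut at about 30% in these data, passing the limit was not always enough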; note: some compounds called inactive have numbers as strong as hits
Rpn11 inh – Rpn11 (PSMD14) deubiquitinase inhibitors, primary screen, biochemical, fluorescence polarization, uHTS | human 26S proteasome, Ub4-pepOG fluorescence polarization; 20S core pre-blocked with epoxomicin | calls only at 20 µM | 360,000 compounds, 0.59% hits | AID 588493, 2011 | 26S proteasome non-ATPase regulatory subunit 14 (Homo sapiens), O00487;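 active = inhibition at 20 µM, scaled to each plate's controls, above about 33%, limit read from the data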
Target sequence (O00487 whole entry, looked up): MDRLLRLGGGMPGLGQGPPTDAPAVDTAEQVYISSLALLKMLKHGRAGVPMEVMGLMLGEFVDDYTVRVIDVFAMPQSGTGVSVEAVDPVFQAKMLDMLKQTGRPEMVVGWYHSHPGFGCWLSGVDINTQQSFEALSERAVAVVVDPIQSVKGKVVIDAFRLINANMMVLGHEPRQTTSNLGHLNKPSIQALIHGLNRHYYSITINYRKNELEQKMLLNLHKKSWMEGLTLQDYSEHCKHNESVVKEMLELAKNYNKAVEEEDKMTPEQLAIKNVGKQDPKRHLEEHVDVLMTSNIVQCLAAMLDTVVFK
DNMT1 inh – human DNMT1 methyltransferase inhibitors, primary screen, biochemical, molecular beacon, fluorescence, HinP1I cleavage, uHTS | inhibition (reported as % activation of signal), % at 10 µM | DNA (cytosine-5)-methyltransferase 1 (Homo sapiens), P26358 | 360,000 compounds, 0.83% hits; in the data active = inhibition above about 50%
NadD inh – inhibitors of S. aureus NadD, primary screen, biochemical, colorimetric, uHTS; purified NadD enzyme, colorimetric absorbance read-out; inhibition, % at 20 µM; 360,000 compounds, 0.78% hits; AID 602399, 2012; in the data active = inhibition above about 26%; note: some compounds past the cut are filed as inactive
Scp1 inh – Scp-1 phosphatase inhibitors, primary screen, biochemical, colorimetric, uHTS; Carboxy-terminal domain RNA polymerase II polypeptide A small phosphatase 1 (Homo …; Recombinant Scp1, phosphopeptide, malachite green phosphate absorbance; inhibition, % at 20 µM; 340,000 compounds, 0.88% hits;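 active = inhibition above about 50% at 20 µM, limit read from the data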;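 note: plate controls were DMSO wells with enzyme for no effect and wells lacking enzyme for full effect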
Target sequence (Q9GZU7 76-261 limits assumed): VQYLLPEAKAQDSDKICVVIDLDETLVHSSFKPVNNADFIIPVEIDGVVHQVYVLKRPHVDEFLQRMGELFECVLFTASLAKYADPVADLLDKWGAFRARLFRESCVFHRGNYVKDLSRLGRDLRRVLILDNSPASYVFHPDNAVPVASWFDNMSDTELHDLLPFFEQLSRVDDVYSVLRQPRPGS
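Test system: SCP-1 catalytic domain; Buffer or medium: Acidic Tris acetate buffer with magnesium and detergent; Also added: Phosphorylated 17-residue peptide substrate; Compound: single 20 µM dose, 1% DMSO; Schedule: enzyme reaction 45 min at room temperature, colour 5 min, stabilisation 30 min; Signal: Phosphate-binding colour reagent, absorbance read at 630 nm.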
Numbers without * were called inactive; i = inactive; nt = not tested or not shown.

SMILES	STEP block	LMPTP inh	CendR NRP1 mod	MT1-MMP act inh	SUMO1-SIM PPI	SKN-1 inh	Rpn11 inh	DNMT1 inh	NadD inh	Scp1 inh
O=C(c1cc(Cl)cc(Cl)c1)N1CCC2CC1c1cc(N3CCCCC3)ccc12 (stereo not drawn)	1	2.7	-27	-2	2	2	i	7	-5	nt
Cc1cccc(C(=O)OCC(=O)NCCCc2ccccc2)c1	2	-0.1	7	5	0	8	i	1	-4	1
CCOC(=O)n1c(=O)n(Cc2ccccc2)c2ccccc21	-1	0.0	14	5	3	18	i	4	-5	-4
COc1ccccc1-c1noc2c1C(=O)N(Cc1cn(-c3ccccc3)nn1)CC2	-1	0.9	-19	1	3	-12	i	-4	-5	nt
O=C(Nc1ccc(F)cc1)C1CCN(c2ncnc3c2nc2n3CCCCC2)CC1	2	-0.4	12	-2	7	-6	i	-1	2	-2
CCN1CCN(C(=O)CCS(=O)(=O)c2cc3c(cc2Cl)NC(=O)CO3)CC1	-3	-1.8	8	-2	-1	10	i	0	-4	0
CC/C(=C/c1sc2ccccc2[n+]1CC)SC	0	1.6	8	-5	-3	6	i	4	0	-17
COc1cccc(/C=C2\SC(=S)N(NC(=O)c3ccncc3)C2=O)c1	-1	0.3	-11	2	9	5	i	-1	-2	2
COc1ccccc1OCCCCNC(C)(C)C	1	0.7	4	4	1	5	i	0	1	-1
CCCCCCOC(=O)c1ccc(N)cc1	6	1.0	0	-3	4	11	i	0	0	1
COc1ccc(N2CCC(CNC(=S)Nc3c(C)cc(C)cc3C)C2)cc1 (stereo not drawn)	-2	0.1	-11	-9	-5	15	i	-7	0	-9
CCOc1ccc(-c2cc(N)n(S(=O)(=O)c3ccc(OC)cc3)n2)cc1	1	2.8	-10	0	5	-1	i	-11	-4	-16
Cc1ccc([C@H]2C[C@@H](n3cc(-c4ccc(F)cc4)nn3)[C@H](O)CN2CC2CCCCC2)cc1	-1	0.3	-5	-8	2	2	i	-4	4	nt
COc1cc2c(cc1NS(=O)(=O)N1CCCC1)oc1ccccc12	-5	0.9	-6	14	5	2	i	-3	-7	-9
O=C(CCc1nc2ccccc2[nH]1)N1CCc2ccccc2C1	-1	-1.0	-13	6	6	-7	i	-13	-1	7
COC(=O)CCC(=O)COc1ccccc1C#N	-2	-1.6	13	0	-3	8	i	3	-1	-4
CC1(C(=O)NNC(=O)c2cccc([N+](=O)[O-])c2)CC1Br (stereo not drawn)	1	-0.6	-16	2	-16	10	i	0	-1	nt
COc1cccc(NC(=O)c2ccccc2-c2ccccc2)c1	2	1.1	7	-4	2	10	i	0	-1	-3
NS(=O)(=O)c1ccc(CCNC(=O)C2CCC(CNS(=O)(=O)c3ccc(Br)s3)CC2)cc1 (stereo not drawn)	-1	2.1	6	-3	0	4	i	2	-3	0
CCCN1C(=O)C(NC(C)=O)c2ccccc21 (stereo not drawn)	-5	0.5	2	-1	-1	-13	i	0	11	-5
COc1cc(CNc2ccc(O)cc2)cc(Br)c1OCc1ccccc1F	0	13	0	nt	-5	8	i	-28	0	-5
Cc1ccc(C2N(c3ccccc3)C(=O)N3CCCN23)cc1 (stereo not drawn)	-3	0.9	7	-2	-4	-2	i	0	-1	-1
COc1ccc(C(=O)COC(=O)CNC(=O)c2ccc(Cl)cc2Cl)c(OC)c1	0	3.1	-6	4	8	16	i	8	-2	9
O=C(c1cccnc1)n1nc(NCc2ccccc2)nc1NCc1ccccc1	2	0.4	0	3	-1	10	i	-2	-8	-5
Fc1cccc(-c2cncc(N3CCN(CCN4CCCC4)CC3)n2)c1	-4	-3.2	1	4	-9	1	i	4	-3	nt

The closing 5 compounds of the part above open the next one:
SMILES	STEP block	LMPTP inh	CendR NRP1 mod	MT1-MMP act inh	SUMO1-SIM PPI	SKN-1 inh	Rpn11 inh	DNMT1 inh	NadD inh	Scp1 inh
COc1cc(CNc2ccc(O)cc2)cc(Br)c1OCc1ccccc1F	0	13	0	nt	-5	8	i	-28	0	-5
Cc1ccc(C2N(c3ccccc3)C(=O)N3CCCN23)cc1 (stereo not drawn)	-3	0.9	7	-2	-4	-2	i	0	-1	-1
COc1ccc(C(=O)COC(=O)CNC(=O)c2ccc(Cl)cc2Cl)c(OC)c1	0	3.1	-6	4	8	16	i	8	-2	9
O=C(c1cccnc1)n1nc(NCc2ccccc2)nc1NCc1ccccc1	2	0.4	0	3	-1	10	i	-2	-8	-5
Fc1cccc(-c2cncc(N3CCN(CCN4CCCC4)CC3)n2)c1	-4	-3.2	1	4	-9	1	i	4	-3	nt
CCN(C(=O)COC(=O)c1cc(NS(=O)(=O)c2ccc(Cl)c([N+](=O)[O-])c2)ccc1O)C1CCCCC1	-2	3.0	0	0	-3	3	i	-6	15	-15
Cc1cc(C)nc(N2CCCC(C(=O)Nc3cc(F)ccc3C)C2)n1 (stereo not drawn)	-1	0.0	7	-1	-11	12	i	-3	-5	-1
CCCN(CC(=O)Nc1ccc(F)c(F)c1F)C(=O)CN1C(=O)NC2(CCCCC2)C1=O	-4	0.0	5	-4	0	-1	i	0	2	-8
O=C(NCc1ccc(Cl)cc1)c1cc(-c2cccs2)on1	-3	1.2	-12	-2	1	11	i	46	-5	-8
CC1=C(C(=O)Nc2ccccc2F)C(c2ccsc2)C2=C(CC(C)(C)CC2=O)N1 (stereo not drawn)	0	-2.1	-4	-3	31	16	i	3	-1	-4
C=CCOc1c(Cl)cc(/C=N/O)cc1OC	-5	0.1	-14	-5	-4	11	i	-4	9	-10
CC(N=C1NS(=O)(=O)c2ccccc21)C(=O)NCc1ccc2c(c1)OCO2 (stereo not drawn)	-1	-1.0	-1	2	11	12	i	-2	-2	5
Cc1nn(C(C)C(=O)NCc2ccc(Cl)cc2)c(=O)c2cc3occc3n12 (stereo not drawn)	0	0.5	3	3	-4	5	i	-2	-5	-1
CCCCN1CC(N2CCN(C3CCN(C)CC3)CC2)CS1(=O)=O (stereo not drawn)	-2	-6.8	16	3	-1	9	i	6	-4	nt
O=C(Cn1cnc2ccccc21)Nc1cccc(S(=O)(=O)N2CCCC2)c1	3	0.2	-1	11	0	-4	i	-2	-1	6
Cc1ccc(-c2c(C#N)c(N)nc3c2CCCC3)s1	-2	-1.5	0	-3	1	-12	i	6	4	-5
CCCOc1ccc2c3c(c(=O)oc2c1)CCCC3	0	-0.5	-10	-3	1	12	i	4	-8	-12
CC(C)OP(=O)(c1ccc(N(C)C)cc1)C(O)c1cccnc1 (stereo not drawn)	-3	-2.0	7	-4	-1	-2	i	-1	3	-4
Cc1c(S(=O)(=O)N2CCN(c3cccc(C(F)(F)F)c3)CC2)c(=O)n(C)c(=O)n1C	3	0.4	17	-1	0	2	i	-10	-3	-9
NC(=O)CSc1nnc(-c2cnccn2)n1Cc1ccco1	-4	-2.4	11	-4	4	18	i	0	2	-3
COc1ccc(OC)c(S(=O)(=O)Nc2c(C)nn(C)c2C)c1	-5	-0.9	16*	1	-2	-23	i	6	-3	-8
COc1cc2c(c(OC)c1OC)C(c1ccccc1C)CC(=O)O2 (stereo not drawn)	-1	-0.7	-3	-2	0	20	i	5	-5	-1
CCC(Cc1ccccc1)NC(=O)C1CCC(CNc2c(N3CCCC3)c(=O)c2=O)CC1 (stereo not drawn)	-2	0.0	9	-2	0	-1	i	4	-7	-10
O=C(c1cccs1)N1CCN=C1SCc1ccc(F)cc1	1	0.1	-4	0	0	12	i	6	-2	-11
Cc1nc2ccccc2cc1OCc1ccccc1	2	3.0	3	1	-1	32	i	-2	2	-2
COC(=O)c1sccc1NC(=O)Nc1cccc(Cl)c1Cl	-6	0.4	1	0	-7	9	i	-2	-18	-5
CCOc1ccc(CN(C)CC(=O)Nc2ccccc2C(=O)NC2CC2)cc1	-1	0.0	4	5	1	-1	i	1	-5	-6
COC(=O)c1ccc(COc2ccc(Cl)cc2)o1	1	1.2	8	2	1	6	i	-1	-12	-4
Cc1ccc2nc(SCC(=O)N3c4ccccc4CC3C)c(C)cc2c1 (stereo not drawn)	8	1.9	4	-2	-1	-3	i	-4	8	2
O=C(NN1C(=O)CSC1=S)C(=O)NN1C(=O)CSC1=S	8	0.1	-12	4	40*	-11	i	58*	-2	55*

Next entries follow:
SMILES	STEP block	LMPTP inh	CendR NRP1 mod	MT1-MMP act inh	SUMO1-SIM PPI	SKN-1 inh	Rpn11 inh	DNMT1 inh	NadD inh	Scp1 inh
O=C(COC(=O)/C=C/c1ccc(Br)o1)Nc1ccc2[nH]c(=O)[nH]c2c1	21	47	-15	0	104*	-3	i	82*	29*	nt
C/C(=C1/SC(N2CCOCC2)=NC1=O)c1ccc(Br)cc1	2	0.6	-14	-1	-14	12	i	6	-2	0
CCCNC(=O)COC(=O)CCC(=O)c1cccs1	0	-1.3	0	2	2	-11	i	-1	0	3
CCCCn1c(N)c(N(CCOC)C(=O)COC(=O)COc2c(C)cccc2C)c(=O)[nH]c1=O	-1	-0.8	1	0	2	12	i	0	3	-7
CC(C)N(Cc1nc(-c2ccccc2)no1)C(=O)C(C)(C)C	-4	-0.4	3	-6	-2	-7	i	0	-3	2
CC(C)(C)OC(=O)N1CCC(C(=O)Nc2cccc(C(=O)NCCCCc3ccccc3)c2)CC1	1	0.8	-11	-2	5	11	i	-7	2	-8
COc1ccc(OC)c(NC(=O)N[C@H](Cc2ccccc2)C(=O)NN)c1	-3	-1.3	0	-1	3	-5	i	-2	-2	-7
CC(NC(=O)c1ccco1)C(=O)NC(C)c1cc(F)c(Cl)cc1Cl (stereo not drawn)	4	-0.6	-3	-3	0	-31	i	2	-8	-4
O=C(NC1CC1)c1cccc(NC(=O)C2CCC2)c1	0	-2.0	-9	1	3	-11	i	-1	-3	0
O=C(CSc1n[nH]c(-c2ccncc2)n1)Nc1ccc(Br)cc1	0	-0.5	1	1	4	-4	i	1	0	-5
